# MsrA act: activators of bovine methionine sulfoxide reductase A. purified bovine MsrA, absorbance read-out. activation, % at 10.6 µM. hit rate 0.3% among 360,000; in the data active means activation above about 7.5%;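 further: 0% = vehicle and 100% = reference activator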
# MsrA inh: bovine MsrA inhibition; purified bovine MsrA, absorbance read-out; inhibition, % at 15.5 µM; hit rate 0.75% among 360,000; AID 651718; in the data active means inhibition above about 4.5%;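 further: 0% = vehicle wells with enzyme and 100% = reference inhibitor wells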
# NRP1-CendR mod: modulators of CendR peptide binding to human neuropilin-1; hit rate 0.85% among 360,000; AID 602438; O14786; FAM-RPARPAR peptide binding to NRP-1, fluorescence polarization; inhibition, % at 25 µM;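 active means inhibition or corrected inhibition above about 18%, plus a signal ratio from 0.5 to 1.5, limit read from the data, passing the limit was not always enough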; further: strong numbers were not always called active
# STEP block: blocks human striatal-enriched tyrosine phosphatase; P54829; recombinant STEP, OMFP fluorogenic substrate, fluorescence; inhibition, % at 20 µM; hit rate 0.25% among 360,000; AID 588621;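 active means inhibition at 20 µM, scaled per plate between control wells, above about 37%, limit read from the data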;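 further: 0% = DMSO with enzyme and substrate and 100% = substrate only without enzyme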
# Target sequence (P54829 whole entry, looked up): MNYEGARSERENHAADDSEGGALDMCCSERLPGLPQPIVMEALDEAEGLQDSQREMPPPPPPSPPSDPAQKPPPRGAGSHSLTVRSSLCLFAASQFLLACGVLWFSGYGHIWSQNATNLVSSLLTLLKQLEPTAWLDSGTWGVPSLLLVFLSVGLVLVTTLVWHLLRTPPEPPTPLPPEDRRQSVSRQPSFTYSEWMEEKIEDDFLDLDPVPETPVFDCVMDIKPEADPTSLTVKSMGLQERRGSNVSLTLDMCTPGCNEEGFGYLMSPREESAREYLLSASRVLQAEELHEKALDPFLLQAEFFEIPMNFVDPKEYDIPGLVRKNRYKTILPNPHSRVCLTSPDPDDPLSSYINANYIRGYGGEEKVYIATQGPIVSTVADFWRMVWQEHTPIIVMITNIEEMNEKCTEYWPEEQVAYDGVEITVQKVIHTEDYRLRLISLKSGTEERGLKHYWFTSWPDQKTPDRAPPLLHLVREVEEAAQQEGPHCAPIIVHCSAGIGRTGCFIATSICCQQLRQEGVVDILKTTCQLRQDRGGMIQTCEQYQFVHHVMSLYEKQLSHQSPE
#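 System: STEP phosphatase, cell-free reaction; Buffer or medium: Bis-Tris pH 6.0 buffer with DTT, detergent; Incubation: 20 min at room temperature, dark; Measured by: fluorescence, 480/540 nm.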
# Scp-1 inhibitor: inhibitors of human Scp-1 phosphatase. Recombinant Scp1, phosphopeptide, malachite green phosphate absorbance. inhibition, % at 20 µM. hit rate 0.88% among 340,000;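 active means inhibition above about 50% at 20 µM, limit read from the data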;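 further: plate controls were DMSO wells with enzyme for no effect and wells lacking enzyme for full effect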
# Target sequence (Q9GZU7 76-261 limits assumed): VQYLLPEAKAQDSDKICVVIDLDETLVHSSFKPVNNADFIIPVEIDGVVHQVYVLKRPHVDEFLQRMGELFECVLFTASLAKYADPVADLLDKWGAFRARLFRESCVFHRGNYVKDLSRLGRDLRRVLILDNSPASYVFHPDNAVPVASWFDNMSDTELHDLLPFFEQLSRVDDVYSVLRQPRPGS
#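 assay system = SCP-1 phosphatase catalytic domain, residues 76-261 | buffer or medium = 50 mM Tris acetate pH 5.5, 0.005% Tween-20, 10 mM MgCl2 | incubation = enzyme reaction 45 min at room temperature, colour 5 min, stabilisation 30 min | signal = Phosphate-binding colour reagent, absorbance read at 630 nm | measure = % inhibition at 20 µM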
# Tb MetRS inh: blocks T. brucei methionyl-tRNA synthetase activity; purified T. brucei MetRS, ATP depletion, Kinase-Glo luminescence; inhibition, % at 11.9 µM; hit rate 0.4% among 360,000; AID 624268;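 active means inhibition above a per-plate cutoff of the control wells' mean inhibition plus 3 SD, cut at about 5.5% in these data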;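 further: 0% = DMSO wells median and 100% = median of wells with control inhibitor compound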
#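 Measured by: Kinase-Glo luciferase luminescence reporting remaining unconsumed ATP. Material: purified T. brucei MetRS enzyme. Doses: 11.9 µM compound single dose, 0.9% DMSO. Medium: HEPES buffer containing pyrophosphatase, BSA, spermine, DTT. Times: 15 min preincubation, 2 h reaction, all 25 °C. Reagent: methionine, ATP and bulk E. coli tRNA.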
# E coli Lon inh: inhibitors of E. coli Lon protease | P0A9M0 | hit rate 0.42% among 360,000 | purified E. coli Lon protease, fluorescence polarization | inhibition, % at 7.94 µM; in the data active means inhibition above about 13%, passing the limit was not always enough;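 further: 0% = enzyme with probe and DMSO and 100% = no enzyme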
# LMPTP block: LMPTP (human) inhibition | P24666 | recombinant LMPTP-A, OMFP fluorogenic substrate, fluorescence intensity | inhibition, % at 20 µM | hit rate 0.22% among 360,000 | AID 651560;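 active means compounds that cut the enzyme signal by at least half of the control window in the single-dose screen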;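 further: plate controls were DMSO wells with enzyme plus substrate for no effect and substrate without enzyme for full effect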
# Target sequence (P24666 whole entry, looked up): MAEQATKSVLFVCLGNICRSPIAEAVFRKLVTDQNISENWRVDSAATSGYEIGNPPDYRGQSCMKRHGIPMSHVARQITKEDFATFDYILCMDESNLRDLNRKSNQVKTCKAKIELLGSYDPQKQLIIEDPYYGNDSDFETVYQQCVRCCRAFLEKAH
#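 Test system: LMPTP-A phosphatase enzyme; input: 0.625 nM LMPTP-A final; reagent: OMFP substrate, 400 µM final; compound dosing: 20 µM single dose, 3% DMSO; incubation: 50 min dark incubation at room temperature; measured by: endpoint fluorescence intensity from OMFP dephosphorylation; measure: % inhibition relative to no-enzyme and uninhibited control wells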
# SUMO1-SIM PPI: alters human SUMO1 binding to SIM partners; P63165; SUMO1 binding to a labelled peptide, TR-FRET, 1 h; inhibition, % at 20 µM; hit rate 0.33% among 360,000; in the data active means inhibition above about 37%
# Target sequence (P63165 whole entry, looked up): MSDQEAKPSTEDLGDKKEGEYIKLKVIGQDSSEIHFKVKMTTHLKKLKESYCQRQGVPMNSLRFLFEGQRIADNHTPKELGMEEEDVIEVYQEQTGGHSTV
# DNMT1 inh: blocks human DNA methyltransferase DNMT1; hit rate 0.83% among 360,000; inhibition (reported as % activation of signal), % at 10 µM; AID 588458; DNMT1 molecular beacon, Hinp1I cleavage, fluorescence; in the data active means inhibition above about 50%
# An asterisk follows results filed as active; . = no result given.
SMILES,MsrA act,MsrA inh,NRP1-CendR mod,STEP block,Scp-1 inhibitor,Tb MetRS inh,E coli Lon inh,LMPTP block,SUMO1-SIM PPI,DNMT1 inh
CC(=O)Nc1ccc(C(=O)CSc2nnnn2C)cc1,-2,0.1,-12,1,-2,0.1,-9,0.7,-2,-1
COC(=O)C1=C(C(=O)OC)[C@]2([C@H]3CC=CCN[C@@H](Cc4ccccc4)C(=O)N3Cc3ccccc3)C=C[C@H]1O2,-1,0.3,-9,0,-2,-0.1,-5,3.0,-1,-4
CCOc1cccc(C(=O)Nc2nc(-c3ccc(S(=O)(=O)N4CCOCC4)cc3)cs2)c1,-2,0.5,-13,-4,-7,-0.5,7,0.9,0,6
O=S(=O)(Cc1ccccc1)C(c1ccccc1)S(=O)(=O)Cc1ccccc1,-2,0.4,-6,-3,.,-0.2,-6,-0.4,1,0
Cc1c(-c2ccccc2)[n+](=O)c(-c2ccco2)c(C)n1[O-],3,2.9,4,-1,0,0.1,-1,-0.5,-3,1
O=C(NCC(=O)N(Cc1ccco1)C(C(=O)NC1CCCC1)c1cccnc1)c1cccs1 (stereo not drawn),-6,-0.9,0,-3,1,-0.3,0,-0.8,-2,-2
O=[N+]([O-])c1cccc(/C=N/Nc2nnc(-c3ccccc3)c(-c3ccccc3)n2)c1,-5,1.4,6,0,-2,0.2,8,-1.2,-4,13
Cc1ccc(NC(=O)Nc2cccc(C)n2)c(C)c1,-1,-0.6,1,3,1,-1.0,-4,-1.6,0,5
COc1ccc(-c2noc(CNC(=O)CCCN3C(=O)[C@H]4CC=CC[C@H]4C3=O)n2)cc1,-1,-0.3,-12,0,-3,0.3,-23,-0.5,0,-4
COc1ccc(CNC(=O)C(C)NC(=O)c2cc3ccccc3o2)cc1 (stereo not drawn),-2,-1.5,-9,2,-4,-0.3,-2,0.2,3,0
O=C(NC1CC1)C1=C[C@H](C2CC2)C[C@H](OCCCCO)O1,-2,0.3,-5,1,-8,-0.2,-13,-0.7,3,4
CC(=O)c1cc(NC(=O)c2cccc(C(F)(F)F)c2)c(=O)oc1C,-5,-0.4,-40,4,-9,0.9,-6,-0.8,-6,4
O=C1c2ccccc2C(=O)N1C/C=C/c1ccccc1,-2,-2.2,-2,3,-5,0.6,-1,-0.1,-3,0
Cc1cc(C)c(C)c(N=Nc2nc3ccccc3n2C)c1C,-9,1.7,15,4,6,-0.9,-6,3.6,-33,9
Cc1noc(NS(=O)(=O)c2ccc(NC(=O)c3cnc4scc(C)n4c3=O)cc2)c1C,-3,5.8*,-22,1,-19,-0.3,-6,-0.4,14,1
Cc1ccc(S(=O)(=O)N(C)C)cc1NC(=O)COC(=O)CCC(=O)c1cccs1,-3,0.2,0,-2,-2,1.2,-5,-0.9,-2,0
CC(=O)Nc1ccc(Nc2nc3ccccc3n3cnnc23)cc1,-4,1.6,6,1,-7,0.1,-55,-0.9,-18,1
CN(Cc1ccccc1NCC(=O)Nc1ccccc1C#N)C1CCCCC1,-2,-0.1,5,-9,-7,-1.0,2,0.2,6,-2
CCCSc1nc(C)c(CC(=O)OCC)c(=O)[nH]1,-4,2.4,8,-8,-9,-0.4,-3,0.1,-3,5
Cc1cccc(NC(=S)NCc2ccccn2)c1,-3,0.6,-15,3,-5,0.4,0,-0.4,-1,-3
Cc1cc(C)nc(SCCC(=O)Nc2ccccc2C)n1,0,0.4,10,1,-2,-0.7,-9,-0.3,-1,1
O=C1CSC(c2ccncc2)N1Cc1ccccc1 (stereo not drawn),-4,0.6,1,1,-3,-0.4,-6,0.9,1,1
CCc1ccc2oc(-c3ccc(N)cc3)nc2c1,-4,2.6,-13,-1,-3,0.0,-5,2.3,5,-13
COC(=O)c1c(NC(=O)CCCC(=O)O)sc2c1CCCCC2,-17,-0.2,-6,4,2,-0.4,-5,3.3,4,8
Cc1nc(-c2ccccn2)nc(N2CCOCC2)c1Cl,-3,-0.2,-3,-1,-8,-0.8,-7,-1.4,-4,0
Fc1ccc(OCc2nn3c(Cn4nnc5ccccc54)nnc3s2)cc1,-2,0.8,0,0,-7,-0.6,-7,-1.2,10,4
O=C(CC(Nc1ccccc1Cl)C(=O)OCC(=O)c1cccs1)c1ccccc1 (stereo not drawn),-1,1.2,2,4,-16,-0.1,12,2.6,0,-4
CC(=O)NC1Sc2ccccc2N=C1c1ccccc1 (stereo not drawn),0,-0.3,1,5,3,-0.5,6,-1.3,-8,-4
Cn1c(N)c(C(=O)COC(=O)CCCOc2ccc(Cl)cc2Cl)c(=O)n(C)c1=O,-9,-1.9,-4,3,-1,-0.1,-4,0.9,5,-4
CC(NC(=S)Nc1ccc(F)cc1)C(c1cccs1)N1CCOCC1 (stereo not drawn),-9,-0.9,8,4,-1,-0.4,0,-2.3,4,-1

# A second format for some results above:
canonical_smiles	MsrA act	MsrA inh	NRP1-CendR mod	STEP block	Scp-1 inhibitor	Tb MetRS inh	E coli Lon inh	LMPTP block	SUMO1-SIM PPI	DNMT1 inh
Fc1ccc(OCc2nn3c(Cn4nnc5ccccc54)nnc3s2)cc1	-2	0.8	0	0	-7	-0.6	-7	-1.2	10	4
O=C(CC(Nc1ccccc1Cl)C(=O)OCC(=O)c1cccs1)c1ccccc1 (stereo not drawn)	-1	1.2	2	4	-16	-0.1	12	2.6	0	-4

# Three entries from above, arranged by the number in Tb MetRS inh, high to low:
SMILES,MsrA act,MsrA inh,NRP1-CendR mod,STEP block,Scp-1 inhibitor,Tb MetRS inh,E coli Lon inh,LMPTP block,SUMO1-SIM PPI,DNMT1 inh
O=C(NCC(=O)N(Cc1ccco1)C(C(=O)NC1CCCC1)c1cccnc1)c1cccs1 (stereo not drawn),-6,-0.9,0,-3,1,-0.3,0,-0.8,-2,-2
CCCSc1nc(C)c(CC(=O)OCC)c(=O)[nH]1,-4,2.4,8,-8,-9,-0.4,-3,0.1,-3,5
Cc1cc(C)c(C)c(N=Nc2nc3ccccc3n2C)c1C,-9,1.7,15,4,6,-0.9,-6,3.6,-33,9

# (list continues)
SMILES,MsrA act,MsrA inh,NRP1-CendR mod,STEP block,Scp-1 inhibitor,Tb MetRS inh,E coli Lon inh,LMPTP block,SUMO1-SIM PPI,DNMT1 inh
CCOC(=O)N1CCN(C(=O)c2ccc(S(=O)(=O)Nc3ccccc3)cc2)CC1,-6,-0.3,13,-2,-8,0.3,1,-3.4,1,2
Cc1ccc(S(=O)(=O)NCC(=O)OCC(=O)NCc2ccc3c(c2)OCO3)cc1,-3,2.6,-8,0,-3,-0.3,0,-1.0,3,-3
OCC[C@H]1C[C@@H](O)[C@H](O)[C@]2(OCCc3ccccc32)O1,-3,2.9,11,2,0,0.8,0,-2.6,1,3
CC(C)c1ccc(/C=C2\C(=N)N3N=C(CC(=O)N4CCCCC4)SC3=NC2=O)cc1,-4,0.6,-68,-3,0,-0.4,1,-0.2,-1,2
CC(C)Cn1c(N)c(C(=O)COC(=O)[C@@H]2CCCN2C(=O)c2cccs2)c(=O)n(C)c1=O,-4,1.0,-3,-2,-9,-0.4,-6,-0.4,0,-3
COc1ccc(-n2c(SCCC#N)nnc2-c2cc(Cl)ccc2OC)cc1Cl,-7,1.4,-3,-3,-10,-0.1,6,1.8,-5,-4
CC(C)C[C@H]1CNC(=S)N1CC1CCCN1C[C@H](Cc1ccc(O)cc1)N1C[C@H](Cc2ccccc2)N(CC2CCCCC2)C1=S (stereo partly drawn),-1,-0.5,-6,2,21,0.3,-7,3.4,-1,-6
CN1C(=O)/C(=C/c2ccc(OCc3ccccc3F)cc2)NC1=S,0,-0.3,5,1,-1,-0.3,-2,-0.1,5,6
COc1ccc(N/C(N)=N/c2nc(CSc3nnc(C)s3)cc(=O)[nH]2)cc1,-5,2.2,-2,2,-1,1.1,13,-1.1,2,0
Cc1nc(C)c(C(=O)N2CCCC(C(=O)c3cc(F)ccc3F)C2)s1 (stereo not drawn),-6,-0.6,12,3,-2,-0.6,18,-0.6,-1,-1
Fc1ccc(-n2cc(-c3ccccc3)c3c(=S)nc[nH]c32)cc1,-3,0.7,-4,-3,-8,-0.4,10,0.6,15,-2
Oc1[nH]c2ccccc2c1C=Nc1ccccc1,-3,5.1*,0,1,-2,-0.4,0,0.3,2,1
COc1ccc(S(=O)(=O)N2CCC(C(=O)Nc3cc(Cl)ccc3N3CCOCC3)CC2)cc1OC,-1,-0.8,3,3,-5,-0.6,11,1.2,-1,-3
CCOc1cc(/C=N/O)cc(Br)c1OC,-4,-0.5,-10,6,-4,0.7,-4,-1.9,18,-2
NC(=O)CC(NC(=O)c1ccc(Br)cc1)c1ccc(N2CCCCCCC2)c([N+](=O)[O-])c1 (stereo not drawn),-4,-0.2,2,1,1,-0.3,1,3.6,-21,-8
O=C(O)CC(SCC(=O)Nc1ccc(Cl)c(S(=O)(=O)N2CCOCC2)c1)C(=O)O (stereo not drawn),0,-1.6,3,-1,6,0.1,-12,0.1,1,0
Cc1ccc(S(=O)(=O)N2CCCCC2C(=O)O)s1 (stereo not drawn),-13,0.2,46*,-1,5,-1.6,-11,1.6,0,3
C=CCn1c(=O)c2c(C)c(C)sc2n2c(Nc3ccc(OC)cc3)nnc12,-11,-1.1,6,2,32,-1.0,-2,-0.3,6,0
O=C(COc1ccc(F)cc1)Nc1c(C(=O)N2CCC(N3CCCCC3)CC2)oc2ccccc12,0,0.9,-10,3,-7,0.0,-5,-1.5,-7,-2
O=C(c1cccc(S(=O)(=O)N2CCCCC2)c1)N1CCN(Cc2ccccc2)CC1,-1,-0.8,12,2,1,-0.4,0,-0.7,-2,-26
Cc1ccc2c(c1)C(=O)N1[C@H]3c4cc(Cl)ccc4OC[C@@H]3[C@H](c3ccccc3)[C@]1(C)C(=O)N2,2,0.2,2,2,-4,-0.2,-9,1.8,-13,0
CCCn1c(N)c(N(CCOC)C(=O)c2ccccc2)c(=O)[nH]c1=O,-2,0.2,4,-2,-9,0.0,-7,-1.3,-5,-1
COCCN1C(=O)C(C(=O)OC)CC2=C1CC(C)(C)CC2=O (stereo not drawn),-4,0.8,10,-1,-8,-1.7,-2,-2.0,-2,4
Clc1ccccc1OCCCCn1ccnc1,-4,-0.1,-13,1,-4,0.3,-5,-0.5,1,0
CC(C)c1ccc(/C=N/N2CCCCC2)cc1,-5,-0.2,-6,4,-2,-0.8,3,0.6,-1,1
COc1ccc(S(=O)(=O)NC2CCCCC2)cc1-n1cnnn1,-3,-1.4,1,-4,-3,-0.8,-6,-0.3,-2,5
O=C(CSc1nnc(-c2ccncc2)n1-c1ccc(Cl)cc1)NCc1cccs1,0,1.1,-11,0,-2,0.0,0,-1.1,-1,0
O=C(NC(NC(=S)Nc1ccc(Cl)c(Cl)c1)C(Cl)(Cl)Cl)c1ccco1 (stereo not drawn),0,0.1,-8,-2,-8,1.6,6,1.7,6,-10
Cc1cc(C(=O)O/N=C(\N)c2ccc(C(C)(C)C)cc2)no1,-2,-0.8,6,3,-23,-0.1,0,1.2,-2,2

# High-throughput results (PubChem BioAssay)
